Vc quorum ag – inducers of Vibrio cholerae quorum light production without autoinducers; V. cholerae BH1578 lux reporter, luminescence, 6 h; activation, % at 18.7 µM; hit rate 0.16% among 350,000; AID 588436; in the data active = activation mostly above about 9.7%, no sharp cut-off; inconclusive = no clear call, values can overlap the other calls; inactive = mostly below about 3.7%; note: not every result past the cut was called active; inactives centre near 0; reference of the scale not given here
PrPC surface inh – reduces human prion protein on the cell surface; cell surface PrPC, TR-FRET read-out; inhibition, % at 13.8 µM; hit rate 0.43% among 370,000; AID 720596; in the data active = inhibition above about 24%; note: 0% = median of the test wells and 100% = reference compound wells
PfHsp40 yeast – compounds rescuing yeast from Plasmodium falciparum HSP40 toxicity; S. cerevisiae expressing PfHsp40, growth rescue, ATP luminescence; growth rescue, % at 12.5 µM; hit rate 0.68% among 340,000; in the data active = growth rescue above about 28%, passing the limit was not always enough; inconclusive = no clear call, values can overlap the other calls;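 note: yeast W303a lacking pdr1 and pdr3 grown in galactose medium; growth measured after three days at 30 °C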
Anthrax LF prot – inhibitors of Bacillus anthracis lethal factor protease; inhibition, % at 10 µM; hit rate 0.12% among 360,000; P15917; multiplex microsphere protease cleavage assay, LF; note: plate controls were buffer without enzyme for full effect and enzyme alone for no effect
SARS 3CLpro inh – SARS-CoV 3CLpro protease inhibition. P0C6X7. recombinant SARS-CoV 3CLpro, quenched FRET peptide cleavage. inhibition, % at 6 µM. hit rate 0.14% among 290,000; in the data active = inhibition above about 12%
SSB-PriA inh – inhibitors of Klebsiella pneumoniae PriA binding to SSB C-terminal tail | AlphaScreen SSBct-PriA binding, biotinylated peptide | inhibition, % at 33 µM | hit rate 0.6% among 430,000; in the data active = inhibition mostly above about 37%, no sharp cut-off; inactive = mostly below about 20%;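 note: plate controls were negative control peptide for no effect and reference peptide for full effect; strong numbers were not always called active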
BoNT-A LC inh2 – inhibitors of Botulinum neurotoxin A light chain protease. multiplex microsphere protease substrate cleavage, flow cytometry. inhibition, % at 10 µM. hit rate 0.17% among 360,000. AID 588499; note: plate controls were buffer without enzyme for full effect and enzyme alone for no effect
TcdB GH inh – blocks C. difficile toxin B glycohydrolase activity | TcdB glycohydrolase enzymatic assay, plate reader | inhibition, % at 9.99 µM | hit rate 0.24% among 350,000; in the data active = inhibition above about 10%
Target sequence (P18177 whole entry, looked up): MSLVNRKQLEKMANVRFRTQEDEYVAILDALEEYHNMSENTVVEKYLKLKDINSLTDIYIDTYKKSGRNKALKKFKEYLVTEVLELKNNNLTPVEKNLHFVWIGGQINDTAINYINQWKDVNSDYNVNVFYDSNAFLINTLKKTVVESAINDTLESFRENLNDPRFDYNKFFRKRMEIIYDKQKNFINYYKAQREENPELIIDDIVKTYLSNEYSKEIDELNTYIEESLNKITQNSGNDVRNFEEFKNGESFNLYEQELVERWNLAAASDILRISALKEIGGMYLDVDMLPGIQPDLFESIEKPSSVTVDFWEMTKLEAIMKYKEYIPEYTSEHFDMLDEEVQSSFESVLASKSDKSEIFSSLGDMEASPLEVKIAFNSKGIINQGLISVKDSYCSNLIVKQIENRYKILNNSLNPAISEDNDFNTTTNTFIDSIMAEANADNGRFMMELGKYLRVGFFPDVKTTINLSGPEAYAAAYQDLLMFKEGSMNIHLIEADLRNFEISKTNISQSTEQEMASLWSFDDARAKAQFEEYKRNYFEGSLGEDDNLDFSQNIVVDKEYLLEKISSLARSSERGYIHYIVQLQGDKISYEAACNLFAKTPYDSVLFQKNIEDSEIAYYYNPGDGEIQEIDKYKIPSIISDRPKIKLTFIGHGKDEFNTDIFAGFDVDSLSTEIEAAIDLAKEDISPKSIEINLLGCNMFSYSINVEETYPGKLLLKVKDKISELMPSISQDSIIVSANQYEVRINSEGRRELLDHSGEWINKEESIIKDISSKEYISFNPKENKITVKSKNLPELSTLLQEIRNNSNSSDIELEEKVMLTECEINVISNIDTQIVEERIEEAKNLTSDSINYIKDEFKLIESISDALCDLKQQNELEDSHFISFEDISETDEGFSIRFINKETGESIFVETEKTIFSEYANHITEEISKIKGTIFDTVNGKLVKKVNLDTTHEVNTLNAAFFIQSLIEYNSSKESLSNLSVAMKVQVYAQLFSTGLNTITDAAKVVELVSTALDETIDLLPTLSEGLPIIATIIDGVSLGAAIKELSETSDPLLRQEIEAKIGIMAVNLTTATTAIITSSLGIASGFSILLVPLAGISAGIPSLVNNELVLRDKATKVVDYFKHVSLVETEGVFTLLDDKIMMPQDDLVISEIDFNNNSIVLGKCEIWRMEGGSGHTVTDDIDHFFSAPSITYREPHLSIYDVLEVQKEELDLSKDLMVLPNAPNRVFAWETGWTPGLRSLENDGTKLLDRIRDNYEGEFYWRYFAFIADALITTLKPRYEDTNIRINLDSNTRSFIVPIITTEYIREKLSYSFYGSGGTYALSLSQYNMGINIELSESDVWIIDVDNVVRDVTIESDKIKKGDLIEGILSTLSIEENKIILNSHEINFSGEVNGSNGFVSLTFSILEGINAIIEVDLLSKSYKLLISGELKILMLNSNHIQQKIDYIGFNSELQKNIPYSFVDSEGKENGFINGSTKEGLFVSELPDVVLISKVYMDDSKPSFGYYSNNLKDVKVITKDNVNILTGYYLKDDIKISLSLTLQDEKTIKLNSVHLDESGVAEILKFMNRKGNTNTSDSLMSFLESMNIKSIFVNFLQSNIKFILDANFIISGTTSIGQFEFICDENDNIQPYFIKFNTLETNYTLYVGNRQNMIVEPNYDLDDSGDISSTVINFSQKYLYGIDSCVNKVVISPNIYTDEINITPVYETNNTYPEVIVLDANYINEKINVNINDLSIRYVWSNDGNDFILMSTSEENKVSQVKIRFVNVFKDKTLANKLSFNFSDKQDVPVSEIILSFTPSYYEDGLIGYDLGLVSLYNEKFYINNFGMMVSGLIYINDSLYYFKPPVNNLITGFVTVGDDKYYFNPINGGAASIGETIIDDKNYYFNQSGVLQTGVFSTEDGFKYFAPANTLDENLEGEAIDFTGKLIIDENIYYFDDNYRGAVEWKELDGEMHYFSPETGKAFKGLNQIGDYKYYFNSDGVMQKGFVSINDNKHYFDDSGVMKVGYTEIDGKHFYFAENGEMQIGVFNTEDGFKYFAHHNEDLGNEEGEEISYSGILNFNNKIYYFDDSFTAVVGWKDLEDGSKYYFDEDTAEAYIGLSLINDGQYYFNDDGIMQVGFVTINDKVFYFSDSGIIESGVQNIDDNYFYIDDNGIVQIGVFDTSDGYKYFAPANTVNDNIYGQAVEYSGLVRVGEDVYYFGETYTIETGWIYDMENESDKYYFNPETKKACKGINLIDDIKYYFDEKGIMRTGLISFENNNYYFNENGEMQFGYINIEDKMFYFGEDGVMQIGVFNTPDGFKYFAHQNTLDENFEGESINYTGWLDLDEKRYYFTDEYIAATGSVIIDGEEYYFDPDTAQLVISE
Yp Topo-I inh – blocks Yersinia pestis topoisomerase I activity; Y. pestis Topo-I cleavage product accumulation, plate reader; activity, % at 10 µM; hit rate 0.064% among 360,000; AID 504884; in the data active = activity above about 50%, passing the limit was not always enough; inconclusive = no clear call, values can overlap the other calls; note: inactives centre near 2
* marks the source's active call; other numbers are inactive results; i = inactive; ? = inconclusive; . = not tested or not shown; & = joins results of further samples. Cut-off read from the data, not from the text of the source, unless noted: active = inhibition above about 30%; inconclusive = no clear call, values can overlap the other calls; inactive = below that. This is a subset (hit frequency here may not be typical).

Order of results: Vc quorum ag	PrPC surface inh	PfHsp40 yeast	Anthrax LF prot	SARS 3CLpro inh	SSB-PriA inh	BoNT-A LC inh2	TcdB GH inh	Yp Topo-I inh
CCc1noc(C)c1C(=O)N(C)CC(=O)Nc1ccccc1Br
  -14	2	-0.3	-6	.	-10	-0.4	2.3	-3
Cc1cccc(NC(=S)N(CCN2CCOCC2)Cc2ccccc2F)c1
  -0.2	4	0.0	-7	6	-7	-0.8	1.6	12
Cc1ccc(S(=O)(=O)N2CCN(C)CC2)cc1
  -1.1	-3	0.4	-16	4	-3	0.3	0.1	13
CC(C)N=c1scc(-c2ccco2)n1/N=C/c1ccc(O)c(O)c1
  i	3	0.8	-4	-2	.	-2.3	.	2
CCc1ccc(OCCCC(=O)Nc2nccs2)cc1
  i	7	1.1	-2	6	13	0.1	0.1	-3
CC(=O)Nc1ccc(S(=O)(=O)Nc2nc3nc(-c4ccccc4)cc(-c4ccccc4)n3n2)cc1
  5.6	12	-0.6	-5	9	4	2.2	1.2	9
NC(=O)C(Cc1ccccc1)NC(=O)C12CC3CC(CC(C3)C1)C2 (stereo not given)
  0.4	6	-0.8	-7	0	5	2.0	-5.7	-3
CCn1cc(C(=O)NCc2ccc3c(c2)OCO3)c(=O)c2cc(S(=O)(=O)N3CCOCC3)ccc21
  -2.8	-2	0.5	0	0	-5	?	.	26
C/C(=N\NC(=O)c1nn(C)cc1Br)c1cccc(NC(=O)C(C)(C)C)c1
  .	5	1.2	1	6	.	-0.2	.	8
COc1ccccc1NC1(C#N)CCCCC1
  -0.2	1	-1.1	0	1	-20&-8	-0.4	0.2	5
N=C1C(=O)OCC1c1ccccc1NC(=O)Nc1ccccc1 (stereo not given)
  -0.4	-3	-0.7	-4	-2	-2	0.0	1.9	10
Cc1ccc(-c2cc(C(=O)NCc3cccs3)no2)cc1
  i	0	-1.7	-2	-4	0	-0.4	.	2
CCCCn1cnc2c(cnn2-c2ccc(Cl)cc2)c1=O
  2.4	-1	-0.3	2	2	-23	-0.5	.	7
CCc1nnc(NC(=O)CSc2nnc(CNC(=O)c3ccccc3)o2)s1
  -0.3	-9	.	2	.	-21&-15	0.1	-0.9	-6
COc1ccc(OCC(=O)N2c3ccccc3CCc3ccccc32)cc1
  0.6	-6	-0.8	0	0	-16	0.3	.	3
COC(=O)c1ccccc1NC(=O)Cn1cc2c(n1)CCC(C)C2 (stereo not given)
  30*	8	0.9	-8	-1	-18	-0.4	-5.2	24
COc1ccc(NC(=O)c2nc3ccccc3s2)cc1
  i	4	2.9	-1	-1	-11	-0.8	0.7	2
COC(=O)C=C1CCC2C3CCC4=CC(=O)C(Br)CC4(C)C3C(=O)CC12C (stereo not given)
  -5.6	-5	-0.2	-2	.	-5	-0.2	0.8	1
Cc1ccc(NC(=O)CCCCCCCCCCC2COCCO2)c(C)c1 (stereo not given)
  i	-3	1.1	2	-3	-15	-1.0	.	1
Cc1cc(C)c2c(c1)/C(=N/Nc1ccc(S(N)(=O)=O)cc1[N+](=O)[O-])CCC2
  -0.7	-8	-0.3	1	-9	.	-0.9	0.2	-4

The list continues:
Order of results: Vc quorum ag	PrPC surface inh	PfHsp40 yeast	Anthrax LF prot	SARS 3CLpro inh	SSB-PriA inh	BoNT-A LC inh2	TcdB GH inh	Yp Topo-I inh
CCN(C(=O)COC(=O)c1ccc2c(=O)n3c(nc2c1)CCC3)C1CCS(=O)(=O)C1 (stereo not given)
  i	4	-0.4	-1	-3	-14	-0.8	1.4	1
Cc1csc2nc(O)c(C(=O)NC3CCCCC3)c(=O)n12
  -1.4	-1	165*	4	.	-9	1.1	1.2	10
COc1ccccc1-n1c(SCC(N)=O)nc2c(c1=O)SCC2
  0.2	3	0.6	-6	-4	-3	0.5	2.1	-3
Cc1cc(C)cc(N(C(=O)c2cc3ccccc3oc2=O)C2C=CS(=O)(=O)C2)c1 (stereo not given)
  -0.3	-5	-0.2	-1	6	-4	-0.4	.	-5
O=C(O)c1ccccc1C(=O)OCCCCOC(=O)c1ccccc1C(=O)O
  i	-3	-0.5	-2	1	-20	-1.0	.	-1
COc1ccc(Nc2nc(C(C)(C)C)nc3c2nnn3Cc2ccccc2Cl)cc1OC
  i	0	1.8	-4	-2	-5	-0.1	.	-1
C=CCNC(=O)CCCOc1cccc(C)c1
  -0.4	-3	0.7	0	2	-8	-0.2	.	3
CC1(C(=O)NCC2CC2)Cc2c(-c3cccc(C(N)=O)c3)ccnc2O1 (stereo not given)
  -0.3	-3	.	-6	.	.	-0.2	0.3	5
COC(=O)Oc1ccc(/C=N/NC(=O)CSCc2ccc(Cl)cc2)cc1OC
  -0.4	9	1.4	0	-3	.	0.2	0.9	-3
O=C(Nc1ccccc1)c1snc2c(=O)[nH]cnc12
  -0.2	-34	-1.3	8	-1	-1	-0.1	0.1	-13
CC(C)(C)NC(=O)NC(=O)COC(=O)Cc1coc2ccc3ccccc3c12
  i	7	10	1	6	24	-0.4	2.3	0
CCOC(=O)c1ccccc1NC(=O)CN1CCC(n2nnc3cc(F)ccc32)CC1
  i	-4	1.2	1	.	-5	2.1	-0.2	4
COc1ccc(NC(=O)N2C3CCCC2CC(NC(=O)c2ccccc2)C3)cc1 (stereo not given)
  -0.3	-5	1.3	11	1	5	-0.9	1.3	-4
CCCN(C(=O)Cc1nc(N)n[nH]1)C1(C(=O)Nc2c(C)cccc2C)CCCCC1
  2.9	-2	0.5	0	0	-8	-0.8	.	0
CC(C)S(=O)(=O)c1nsc2nc(=O)c(/C=C3\C=Nc4ccccc43)c(N)n12
  -0.3	1	0.3	-2	4	.	0.6	0.1	4
CCC(=NC1CC(C)(C)NC(C)(C)C1)C1=C(O)CC(C)(C)CC1=O
  -0.4	-8	-1.2	0	-3	-14	-0.1	.	-1
NC(c1ccccc1)c1csc(NC(=O)Nc2cccc(C(F)(F)F)c2)n1 (stereo not given)
  i	1	.	-1	.	.	-0.6	0.9	-17
O=C(NCc1ccncc1)C(=O)NCC1OCCN1S(=O)(=O)c1ccc(Cl)cc1 (stereo not given)
  i	0	-0.2	-6	0	-8	-3.7	-3.3	10
Cc1ccc(C2=NOC(C)(c3nnc(-c4ccccc4)o3)C2)cc1 (stereo not given)
  i	-3	6.8	-1	.	-10	0.1	.	39
C=CCNC(=S)Nc1cc(C)ccn1
  0.1	3	-0.6	-4	-1	1	-0.6	1.5	1

A section from further up, for reference:
Order of results: Vc quorum ag	PrPC surface inh	PfHsp40 yeast	Anthrax LF prot	SARS 3CLpro inh	SSB-PriA inh	BoNT-A LC inh2	TcdB GH inh	Yp Topo-I inh
CCN(C(=O)COC(=O)c1ccc2c(=O)n3c(nc2c1)CCC3)C1CCS(=O)(=O)C1 (stereo not given)
  i	4	-0.4	-1	-3	-14	-0.8	1.4	1
Cc1csc2nc(O)c(C(=O)NC3CCCCC3)c(=O)n12
  -1.4	-1	165*	4	.	-9	1.1	1.2	10
COc1ccccc1-n1c(SCC(N)=O)nc2c(c1=O)SCC2
  0.2	3	0.6	-6	-4	-3	0.5	2.1	-3
Cc1cc(C)cc(N(C(=O)c2cc3ccccc3oc2=O)C2C=CS(=O)(=O)C2)c1 (stereo not given)
  -0.3	-5	-0.2	-1	6	-4	-0.4	.	-5

Next section
Order of results: Vc quorum ag	PrPC surface inh	PfHsp40 yeast	Anthrax LF prot	SARS 3CLpro inh	SSB-PriA inh	BoNT-A LC inh2	TcdB GH inh	Yp Topo-I inh
CC1=C(C(=O)N(C(C)C)C(C)C)CC(CC(=O)NC2CCCC2)C(=O)N1CCC1=CCCCC1 (stereo not given)
  .	-7	.	-8	.	.	-0.3	2.2	.
Cc1occc1-c1nnc(SCC(=O)Nc2nc(C(C)(C)C)cs2)o1
  -0.4	12	-0.4	-6	0	-3	-0.3	-0.3	7
O=C(NCCN1CCCC(O)C1)c1cc(COc2c(F)cccc2F)on1 (stereo not given)
  i	6	0.8	-1	-2	2	0.8	-0.1	1
CCOC(=O)C1=C(COC(=O)c2ccc(Cl)c(S(=O)(=O)N3CCOCC3)c2)NC(=O)NC1C (stereo not given)
  i	3	0.5	-2	.	4	-0.4	0.5	-9
Cc1cccc(C)c1-n1c(SCC(=O)NCc2ccco2)nc2ccccc2c1=O
  -2.2	4	-1.2	-4	-4	11	-0.1	.	3
COC(=O)c1nc2n(n1)C(c1ccc([N+](=O)[O-])cc1)C(C(=O)Nc1ccc(Cl)cc1)=C(C)N2 (stereo not given)
  -0.2	-6	-0.8	0	-3	2	-0.7	-0.1	-7
CC(C)OP(=O)(OC(C)C)C(NC(=O)c1ccccc1Br)C(N)=O (stereo not given)
  -0.4	-4	0.5	0	-1	0	0.1	-1.2	6
CCN(CC)CCC(c1ccc(N(C)C)cc1)c1c(OC)cc(OC)c2ccc(=O)oc12 (stereo not given)
  i	-11	-0.4	-3	.	21	-0.4	.	7
N#Cc1ccc(CN2Cc3ccccc3-n3nncc3C2)cc1
  1.0	-5	.	-8	.	.	0.3	0.2	-7
C/C=C/c1ccc(OCCCCn2cncn2)c(OC)c1
  i	1	-0.9	-3	-6	-19	-0.6	.	7
COc1ccc2c(c1)-c1ccccc1S(=O)(=O)N2C(C)=O
  0.2	3	1.1	-3	3	6	-0.8	2.7	-6
CCN1CCN(Cc2ccc(NC(=O)Nc3ccccc3OC)cc2)CC1
  -0.2	-6	0.5	-10	-1	4	-0.7	0.7	-4
COc1cccc(NC(=O)C2CCN(Cc3cnn(-c4ccccc4)c3-n3cccc3)CC2)c1
  -0.4	1	0.0	-6	0	-9	-1.3	.	5
O=C(COC(=O)Cc1ccccc1)Nc1ccc(Cl)cn1
  -0.2	-6	-0.6	-1	3	-7	2.3	1.9	3
COc1cc(NC(=S)N2CCC(C(N)=O)CC2)cc(OC)c1
  0.7	8	-1.0	0	0	-14	-0.2	0.6	4
O=C(NCCc1ccccc1)C(=O)NCC1OCCN1S(=O)(=O)c1ccc(F)cc1 (stereo not given)
  -0.2	-3	0.0	-22	-2	-6	-1.0	0.7	4
O/N=C/c1cccc[n+]1CCCCCC[n+]1ccccc1/C=N/O
  -1.4	-6	0.0	19	4	.	-3.4	-0.3	1
C=CCNC(=O)C1CC(=O)N(c2ccc(OCC(=O)Nc3ccc(CC)cc3)cc2)C1 (stereo not given)
  -0.3	1	0.5	1	5	6	0.3	0.7	5
CCOc1ccccc1NC(=O)C1CCC(=O)N1S(=O)(=O)c1ccc(C)cc1 (stereo not given)
  i	0	-1.1	3	0	-4	0.4	0.8	3
COc1ccc(C(=O)Oc2cc(C)[nH]c(=O)c2[N+](=O)[O-])cc1
  i	5	0.9	-10	1	-3	-0.2	0.3	4

Following part.
Order of results: Vc quorum ag	PrPC surface inh	PfHsp40 yeast	Anthrax LF prot	SARS 3CLpro inh	SSB-PriA inh	BoNT-A LC inh2	TcdB GH inh	Yp Topo-I inh
Cn1ncc(Cl)c1C(=O)NC1C2CC3CC(C2)CC1C3 (stereo not given)
  -0.2	-1	-0.8	1	-9	-25	-0.2	0.3	5
Cc1[nH]c2ccccc2c1-c1nc2ccccc2[nH]c1=O
  -0.3	0	-0.6	0	3	5	1.2	0.0	4
CC(=O)NC(c1cccc(F)c1)c1nc(-c2csc3ccccc23)cs1 (stereo not given)
  i	-12	.	-1	.	.	0.5	1.8	8
COC(=O)c1ccc(NC(=O)Nc2ccc([N+](=O)[O-])cc2)cc1
  i	5	1.8	9	-1	1	-3.8	0.2	-5
CC1(C)Cc2ccccc2C(C(Cc2ccccc2)C(N)=O)=N1 (stereo not given)
  i	13	0.5	-3	-3	-4	1.0	-2.9	16
CCC(=O)N1CCN(c2ccc(Cl)cc2NC(=O)c2ccc3c(c2)OCCO3)CC1
  -0.3	-5	6.1	-14	-8	-14	-0.4	.	21
CC(C)(C)c1ccc(CSc2ccc(S(=O)(=O)N3CCOCC3)cn2)cc1
  7.1	7	-0.6	-5	.	1	1.2	0.2	18
CCN(CC)CC(=O)Nc1ccc(/C(C)=N/NC2=NCCN2)cc1
  .	5	-1.8	-1	0	.	-0.9	-2.6	-8
CCN(CC)C(=O)CC(c1ccc2c(c1)OCO2)c1c(O)cc(OC)cc1OC (stereo not given)
  i	-2	-0.7	-2	.	-11	0.1	0.8	5

Screening results deposited in PubChem BioAssay by several laboratories.
